# H1N1 NS1A inhibition = H1N1 influenza NS1A inhibitors, functional cell based assay (AID 504329); NS1A functional cell-based assay, percent inhibition; higher % means a stronger effect; inhibition, % at 12.5 µM; hits with a dose series show IC50 in µM; hit rate 0.3% among 340,000; in the data active = a potency from the dose series; inconclusive = inhibition above about 27% without an active follow-up result; note: strong numbers were not always called active
# Salmonella PhoP GFP = Inhibition of PhoP regulon, Salmonella typhi GFP reporter cells, confirmation, 4 h (AID 1850); Salmonella Typhi PhoP-promoter GFP reporter, fluorescence, 4 h; higher % means a stronger effect; inhibition, % at 50 µM; hits with a dose series show IC50 in µM; hit rate 0.33% among 310,000; in the data active = a potency from the dose series; inconclusive = inhibition mostly from about 25% at the one dose, without a potency; inactive = the rest, 99 in 100 with inhibition below about 19%;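 note: 0% = induced wells with vehicle and 100% = uninduced wells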
# M. tuberculosis = growth inhibition of non-replicating M. tuberculosis (AID 488890). Mycobacterium tuberculosis non-replicating, growth inhibition; higher % means a stronger effect. hit rate 0.39% among 320,000. inhibition, % at 25 µM; hits with a dose series show IC50 in µM; in the data active = a potency from the dose series; inconclusive = inhibition mostly from about 82% at the one dose, without a potency; inactive = the rest, 99 in 100 with inhibition below about 76%;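 note: plate controls were DMSO cells for no effect and high antibiotic wells for full effect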
# M. tuberculosis HTS = M. tuberculosis growth inhibition, HTS (AID 449762) | M. tuberculosis H37Rv growth inhibition, 7H9 media; higher % means a stronger effect | inhibition, % at 25 µM, or IC50 in µM where a hit was titrated | hit rate 0.59% among 330,000; in the data active = a potency from the dose series; inconclusive = inhibition above about 70% without an active follow-up result;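 note: bacterial growth assessed after seven days of incubation; strong numbers were not always called active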
# VEEV TC-83 Vero = inhibitors of VEEV TC-83 cytopathic effect, confirmation, Vero cells (AID 588727) | Vero cells, VEEV TC-83 cytopathic effect inhibition; higher % means a stronger effect | inhibition, % at 20 µM; hits with a dose series show IC50 in µM | hit rate 0.13% among 350,000; in the data active = a potency from the dose series; inconclusive = inhibition mostly from about 14% at the one dose, without a potency; inactive = the rest, 99 in 100 with inhibition below about 12%; note: strong numbers were not always called active
# VEEV TC-83 Vero 10K pilot screen = also measured in VEEV TC-83 Vero; calls as there; inhibition, %; measured here: 10K pilot screen inhibition
# Active calls of the source: *; i = inactive; ? = inconclusive; · = not tested or not shown.
SMILES,H1N1 NS1A inhibition,Salmonella PhoP GFP,M. tuberculosis,M. tuberculosis HTS,VEEV TC-83 Vero,others
Cc1cc(NC(=O)CCCC(=O)N(CC(=O)NC2CCCCC2)c2ccccc2)no1,-9%,11%,8%,-2%,0.8%,
CCN(CC)S(=O)(=O)c1cccc(-c2nnc(SCC(=O)c3cc(C)n(C)c3C)o2)c1,5%,6%,-5%,-5%,4.6%,
CCCS(=O)(=O)NCCc1cc2c(OC)ccc(OC)c2[nH]c1=O,-3%,-1%,16%,-4%,6.1%,
CCC(=O)Nc1ccc(NC(=S)NC(=O)c2oc3ccccc3c2C)cc1,7%,-7%,-44%,11%,0.0%,
O=C(C1CCC(=O)N1Cc1cccnc1)N1CCN(c2ccc(F)cc2)CC1 (centres undefined),4%,·,·,1%,i,
CCC(C(=O)NC1CCCC1)N(Cc1ccco1)C(=O)CNS(=O)(=O)c1ccccc1 (centres undefined),-7%,-4%,-42%,-5%,i,
COc1nnc(OC)c2ccccc12,-4%,-2%,-3%,1%,0.2%,
C=CC[C@@H](CC(=O)N[C@H](CO)Cc1ccccc1)C(=O)N[C@H](COC(=O)[C@@H](CC=C)Cc1ccc(F)cc1)Cc1ccccc1,0%,·,2%,-2%,0.3%,
O=C(O)/C=C/C(O)c1ccc(Cl)cc1 (centres undefined),-1%,-5%,-1%,1%,0.6%,
O=C1CC[C@@]23CCCN2C(=O)CCCC3C1 (some centres undefined),-12%,·,·,·,0.5%,
COc1ccccc1OCc1ccc(C(=O)N2N=C(C(F)F)CC2(O)C(F)F)o1 (centres undefined),23%,2%,59%,6%,0.7%,
CCOC(=O)CC1CCCCN1C(=O)CCCn1nnnc1CN1CCC(C)CC1 (centres undefined),-7%,-12%,6%,0%,1.1%,
CC(C)(C)OCC1CO1 (centres undefined),-11%,·,·,-8%,0.3%,
O=C(NC(=S)Nc1ccc(CN2CCOCC2)cc1)c1cccc([N+](=O)[O-])c1,3%,-5%,24%,2%,i,
Cc1cccc(-c2ccc3ncnc(NCc4cccnc4)c3c2)c1,-6%,·,18%,12%,0.7%,
CCc1ccc(C2CC(c3ccco3)=NN2S(C)(=O)=O)cc1 (centres undefined),-15%,-3%,11%,-6%,i,
C/C(=N\Nc1ccc(C(=O)O)cc1)c1nc2ccccc2n1C,·,1%,18%,6%,·,
CCCCn1c(SCC(=O)N2CCC(C(=O)OCC)CC2)nc2cc(S(N)(=O)=O)ccc21,-18%,-2%,11%,-1%,0.6%,
c1ccc(CN2CCC(CNc3ncnc4ccccc34)C2)cc1 (centres undefined),-3%,·,·,·,i,
CCOc1ccc(NC(=O)COc2ccc(C(=O)NCCc3ccccc3)cc2)cc1,-1%,-14%,35%,?,1.6%,
CCCC1(C(=O)OCC)NC(c2ccc(OC)cc2OC)C2C(=O)N(c3ccc4c(c3)OCCO4)C(=O)C21 (centres undefined),-8%,4%,18%,1%,2.8%,
Cn1ccnc1SC(=O)N1c2ccccc2Sc2ccccc21,5%,4%,0%,54%,i,
O=C(NCCCn1ccnc1)C(=O)NCC1OCCN1S(=O)(=O)c1ccc(Cl)cc1 (centres undefined),14%,2%,-1%,-3%,0.9%,VEEV TC-83 Vero 10K pilot screen=0.2
COc1cccc(C2C([N+](=O)[O-])=C(N)Oc3cc(C)oc(=O)c32)c1 (centres undefined),-1%,-8%,10%,-2%,0.1%,
C[C@@H]1CC=C[C@H]2[C@H]1C(=O)N(Cc1ccccc1)[C@H]2c1ccc2ccccc2c1Br,5%,·,·,·,1.9%,

# Additional entries.
SMILES,H1N1 NS1A inhibition,Salmonella PhoP GFP,M. tuberculosis,M. tuberculosis HTS,VEEV TC-83 Vero,others
Cc1ccc(OCC(=O)NCc2cccnc2)cc1,5%,5%,8%,0%,0.2%,
FC(F)(F)c1cc(-c2ccc(Cl)cc2)nc(NCc2cccnc2)n1,-1%,-13%,-4%,-5%,3.3%,
CN(C)S(=O)(=O)c1ccc(N2CCCC2)c(C(=O)Nc2ccc(N3CCOCC3)cc2)c1,15%,0%,22%,-2%,4.1%,
Cc1nc2cc(-c3cccc(F)c3)nn2c(N2CCN(C(=O)c3ccco3)CC2)c1C,-16%,-2%,9%,69%,11%,
NS(=O)(=O)c1ccc(CCNC(=S)Nc2ccc(S(N)(=O)=O)cc2)cc1,-4%,-8%,23%,-7%,2.2%,
COc1ccc(Br)cc1/C=N/NC(=O)CNC(=O)C1COc2ccccc2O1 (centres undefined),7%,-10%,19%,5%,2.2%,
Cc1ccc(Nc2nc(C)cs2)cc1,-2%,-5%,17%,8%,1.8%,
O=C(O)c1cccc(N/N=C/c2sc(N3CCOCC3)nc2-c2ccccc2)c1,4%,-4%,9%,1%,0.7%,
CCc1ccc(-c2csc3nc[nH]c(=O)c23)cc1,-1%,-7%,72%,-1%,1.4%,
O=C(CN(Cc1ccc(F)cc1)S(=O)(=O)c1ccc(S(=O)(=O)N2CCOCC2)cc1)Nc1ccccc1,-2%,-6%,-15%,5%,0.8%,
COc1ccc(/C=C/C(=O)OCC(=O)NCCCc2ccccc2)cc1OC,-3%,·,32%,5%,2.7%,
COc1ccc(C(=O)NNC(=S)NC(=O)c2cccc([N+](=O)[O-])c2)cc1,-2%,0%,i,?,10%,
COc1ccc(-c2cc(C(F)(F)F)nc(S(=O)(=O)CCC(=O)N3CCOCC3)n2)cc1,-10%,-3%,79%,7%,4.2%,
O=C(CN1CCCCCC1)Nc1ccc(Br)cc1[N+](=O)[O-],18%,-3%,7%,7%,i,
NC(=O)c1nsc(C(=O)N(Cc2cccnc2)C(C(=O)NC2CCCC2)c2ccc(F)cc2)c1N (centres undefined),-1%,12%,-3%,-3%,2.1%,
CCc1ccc(N2C(=O)CN(Cc3cc(OC)c(OC)c(OC)c3)C2=S)cc1,-4%,3%,3%,2%,1.7%,
COc1cc(C(C)=O)ccc1OCC(O)CN1CCN(c2ccc(F)cc2)CC1 (centres undefined),-10%,4%,11%,-1%,i,
CCOc1ccccc1NC(=O)N1CCC(n2nnc3cc(C)ccc32)CC1,-4%,-8%,21%,-2%,7.3%,
O=C1NC(c2cn(-c3ccccc3)nc2-c2cccs2)C(C(=O)c2cccnc2)C(O)(C(F)(F)F)N1 (centres undefined),-7%,20%,4%,1%,1.1%,
Cc1ccccc1NC(=O)/C=C/c1cccc(C(F)(F)F)c1,1%,-3%,17%,27%,2.6%,
NS(=O)(=O)c1cccc(NC(=O)COC(=O)CCc2ccccc2)c1,-7%,-16%,-13%,-7%,0.2%,
CC1CN(C(=O)c2ccncc2)CC(C)O1 (centres undefined),·,8%,-1%,6%,·,
CC(C)N(C(=O)[C@H]1C[C@H](CC(=O)NCc2ccco2)C(=O)N2CCc3c([nH]c4cc(-c5ccco5)ccc34)[C@]12C)C(C)C,13%,·,·,·,3.5%,
NC(=O)C1CCN(C(=O)CCCCCn2c(=O)[nH]c3ccsc3c2=O)CC1,2%,-8%,-10%,-12%,2.1%,
O=C(NCCCN1CCOCC1)c1cc2nc(-c3ccco3)cc(C(F)(F)F)n2n1,0%,3%,-1%,-1%,0.5%,

# Not a retest: entries from further up.
SMILES,H1N1 NS1A inhibition,Salmonella PhoP GFP,M. tuberculosis,M. tuberculosis HTS,VEEV TC-83 Vero,others
CCc1ccc(-c2csc3nc[nH]c(=O)c23)cc1,-1%,-7%,72%,-1%,1.4%,
O=C(CN(Cc1ccc(F)cc1)S(=O)(=O)c1ccc(S(=O)(=O)N2CCOCC2)cc1)Nc1ccccc1,-2%,-6%,-15%,5%,0.8%,

# Following part
SMILES,H1N1 NS1A inhibition,Salmonella PhoP GFP,M. tuberculosis,M. tuberculosis HTS,VEEV TC-83 Vero,others
COC(=O)c1c(-c2ccc(OC)cc2)sc2cc(OC)c(OC)cc12,-8%,·,60%,67%,4.2%,
CCCCCCCCNCCS(=O)(=O)NCc1ccccc1OC,-9%,·,·,·,i,
CCn1c(SCC(=O)Nc2nc3ccccc3s2)nnc1-c1ccc(Br)cc1,-14%,8%,16%,14%,7.2%,
CCN(CC)CCNCc1ccc(Br)cc1OCC(=O)NCc1ccccc1,1%,7%,43%,-5%,0.8%,
O=C(CCCC(=O)c1ccccc1)Nc1ccc(F)cc1,6%,5%,64%,-1%,0.8%,
Cc1ccc(C(=O)NNC(=O)c2ccncc2)cc1[N+](=O)[O-],-23%,·,4%,-9%,1.1%,
CCCCNc1c(-c2ccc(OC)c(SC3CCCCC3)c2)nc2cc(C)ccn12,7%,-4%,26%,?,1.7%,
Cc1cc(NC(=O)CSc2nnc(-c3cccnc3)n2C2CCCCC2C)no1 (centres undefined),-4%,-7%,-14%,1%,3.4%,
Cc1cccc(C)c1OCc1cc(C(=O)NCC2CCCCC2)no1,-18%,-7%,8%,4%,1.8%,
COc1ccc(CNCCCSc2ncccn2)cc1OC,-6%,0%,-9%,-4%,i,
CCOc1ccc2nc(Cl)c(C3CC(c4ccco4)=NN3S(=O)(=O)c3ccccc3)cc2c1 (centres undefined),3%,-9%,5%,-2%,i,VEEV TC-83 Vero 10K pilot screen=1.1
COc1ccccc1NC(=O)Nc1ccc2c(c1)CCC2,-15%,-4%,6%,5%,5.7%,
COc1ccc(NC(=O)CCNS(=O)(=O)c2ccc3c(c2)c(=O)n(C)c(=O)n3C)c(OC)c1,-4%,19%,-6%,8%,2.2%,
CCOC(=O)CCc1c(C)n(CC)c2cc(-c3ccccc3OC)nn2c1=O,7%,-7%,10%,-2%,5.9%,
CCOc1cc(/C=C/c2cccc[n+]2C)ccc1OCC(=O)Nc1ccc(C)cc1,-18%,6%,42%,0%,6.8%,
COc1ccc(-c2cc(N3C(=O)Nc4ccccc4N3O)n[nH]2)c(OC)c1,4%,-5%,1%,4%,0.9%,
Cc1ccn(S(=O)(=O)c2ccc(C(C)(C)C)cc2)n1,5%,6%,-6%,-3%,i,
COc1ccc(Cl)cc1NC(=O)CSc1nnc(-c2ccncc2)n1CC1CCCO1 (centres undefined),10%,-11%,0%,-7%,7.7%,
COCCn1nnnc1C(c1cc2c(C)cc(C)cc2[nH]c1=O)N1CCCCCC1 (centres undefined),0%,16%,37%,6%,i,
CC(C)CNC(=O)C(=O)NCC(c1ccc2c(c1)OCO2)N1CCOCC1 (centres undefined),-5%,-11%,-3%,2%,i,
Cn1c(SCC(=O)Nc2cc(Cl)cc(Cl)c2)nnc1-c1ccc2nonc2c1,·,7%,43%,2%,1.4%,
Cc1ccc(NC(=O)C2CCCC2)cc1Cl,5%,6%,62%,?,0.4%,
CCOC(=O)c1ccccc1NC(=O)COC(=O)C1CCN(S(=O)(=O)c2ccccc2C(=O)OC)CC1,-3%,2%,3%,-3%,3.8%,
Cc1ccc(C(=O)N2CCN(c3ccc([N+](=O)[O-])c(N4CCOCC4)c3)CC2)cc1,-2%,-1%,5%,23%,0.1%,
CN1CCc2c1nc1ccccc1c2NC(=O)CN1CCCC1,-6%,-5%,12%,2%,i,

# Structural class: the compounds so far with a thiophene ring, fused or not.
SMILES,H1N1 NS1A inhibition,Salmonella PhoP GFP,M. tuberculosis,M. tuberculosis HTS,VEEV TC-83 Vero,others
CCc1ccc(-c2csc3nc[nH]c(=O)c23)cc1,-1%,-7%,72%,-1%,1.4%,
O=C1NC(c2cn(-c3ccccc3)nc2-c2cccs2)C(C(=O)c2cccnc2)C(O)(C(F)(F)F)N1 (centres undefined),-7%,20%,4%,1%,1.1%,
NC(=O)C1CCN(C(=O)CCCCCn2c(=O)[nH]c3ccsc3c2=O)CC1,2%,-8%,-10%,-12%,2.1%,
COC(=O)c1c(-c2ccc(OC)cc2)sc2cc(OC)c(OC)cc12,-8%,·,60%,67%,4.2%,

# Further compounds.
SMILES,H1N1 NS1A inhibition,Salmonella PhoP GFP,M. tuberculosis,M. tuberculosis HTS,VEEV TC-83 Vero,others
O=C(Oc1ccccc1F)c1ccc2c(=O)n3c(nc2c1)CCC3,3%,7%,?,?,1.3%,
CC(=O)C1=C(C)NC(=O)NC1c1ccccc1OCC(=O)NCCc1ccccc1 (centres undefined),8%,3%,5%,-13%,1.8%,
O=C(Nc1cc(S(=O)(=O)N2CCCCC2)ccc1N1CCOCC1)c1ccc(F)cc1,-3%,·,·,·,9.4%,
O=C(Oc1cccc2cccnc12)c1ccco1,11%,1%,?,?,1.7%,
Cc1cc(C)cc(NC(=O)CCN2C(=O)c3ccccc3C2=O)c1,3%,2%,-10%,-3%,0.4%,
CCC(C)N(C(=O)COC(=O)CSc1ccc([N+](=O)[O-])cc1)C1CCS(=O)(=O)C1 (centres undefined),-2%,-3%,15%,10%,4.2%,
CCN(CC)S(=O)(=O)c1cccc(C(=O)Nc2cccc(C)c2)c1,6%,-3%,18%,-4%,7.8%,
